From PubChem
Abeta rescue – qHTS for compounds that reverse cellular toxicity of Amyloid beta (A-beta) peptide in yeast: Primary Screen | yeast expressing A-beta42, growth rescue, OD600, 48 h; response scale: 0% DMSO, 100% iron-clioquinol control | Potency, µM (top dose mostly 46.1 µM), for inactives: at the highest dose growth rescue, usual class: activators | actives 0.063% (n = 410,000) | AID 1347071, 2019; also: potency is read from the fitted curve at half-maximal effect; nearly all actives have a fitted effect of over 55% in size
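Growth rescue measured by 600 nm absorbance after 48 h yeast culture at 30 C with compound. Values normalized between DMSO and an equimolar ferric chloride plus clioquinol control.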
FUS yeast rescue – qHTS for Suppressors of FUS Proteinopathy: Primary screen using FUS-linked yeast assay; S. cerevisiae FUS-expressing, growth rescue, OD600, 24 h; Potency, µM (series often up to 76.6 µM), for inactives: top-dose growth rescue (activation), hits mostly activators; actives 0.24% (n = 390,000);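 also: potency is read from the fitted curve at half-maximal effect; plate controls were DMSO vehicle for no effect and reference control for full effect; nearly all actives have a fitted effect of over 55% in size; some results filed as inactive show a strong effect at the top dose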
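Cultures pregrown in 2.5% raffinose medium are shifted to minimal medium containing 2% galactose to express toxic FUS. Compounds are tested at several concentrations. After 24hr at 30C, growth is quantified at 600 nm absorbance.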
EPAC1 antag – qHTS for Antagonist of cAMP-regulated guanine nucleotide exchange factor 3 (EPAC1): primary screen | Potency, µM (series often up to 115 µM), without a hit: top-dose activity change, negative = inhibition, hits mostly inhibitors | AID 720709, 2013 | actives 0.14% (n = 360,000) | EPAC1 GEF assay, Rap1b-BODIPY-GDP exchange fluorescence | Rap guanine nucleotide exchange factor 3 (Homo sapiens), O95398;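 also: potency is read from the fitted curve at half-maximal effect; plate controls were vehicle for no effect and positive control for full effect; nearly all actives have a fitted effect of over 50% in size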
aSyn rescue – qHTS of alpha-syn Inhibitors. Yeast expressing alpha-synuclein, growth rescue, BacTiter-Glo, 24 h. actives 0.14% (n = 370,000). Potency, µM (highest dose often 46.1 µM), inactives show at the highest dose growth rescue (activation), most hits filed as activators; also: potency is read from the fitted curve at half-maximal effect; % of control where 0% means no effect; nearly all actives have a fitted effect of over 65% in size
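Screening used galactose-induced yeast with toxic alpha-synuclein levels, exposed to compound for 24 hr at 30 deg C. Cell growth, read with BacTiter-Glo luminescence, gave the measured signal.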
PI5P4K alpha inh – qHTS for Inhibitors of phosphatidylinositol 5-phosphate 4-kinase (PI5P4K); max response, %; Phosphatidylinositol 5-phosphate 4-kinase type-2 alpha (Homo sapiens), P48426; AID 652105, 2013; PI5P4Kalpha enzyme, ADP-Glo luminescence, 60 min; active compounds read low; actives 1.2% (n = 330,000); active = max response of -50% or lower; inconclusive = between -30% and -50%; inactive = -30% or higher; also: value at the top dose of about 77 µM; % is scaled to controls: 0 for no effect and ±100 for the full control effect
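ADP-Glo luminescence end-point after a 60 min room-temperature kinase reaction. PI5P4Kalpha and substrate in HEPES pH 7.4 buffer with EGTA, 0.1% CHAPS and 5% DMSO; ATP at 5 microM final.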
WRN inhibitor – qHTS for Inhibitors of WRN Helicase; Potency, µM (series often up to 114 µM), for the others: at the top dose activity change, negative = inhibition, actives largely listed as inhibitors; Bifunctional 3'-5' exonuclease/ATP-dependent helicase WRN (Homo sapiens), Q14191; AID 651768, 2012; WRN helicase unwinding, fluorescent forked duplex, kinetic; actives 0.46% (n = 360,000); also: potency is read from the fitted curve at half-maximal effect; % is scaled to controls: 0 for no effect and ±100 for the full control effect; nearly all actives have a fitted effect of over 55% in size
Target sequence (Q14191 whole entry, looked up): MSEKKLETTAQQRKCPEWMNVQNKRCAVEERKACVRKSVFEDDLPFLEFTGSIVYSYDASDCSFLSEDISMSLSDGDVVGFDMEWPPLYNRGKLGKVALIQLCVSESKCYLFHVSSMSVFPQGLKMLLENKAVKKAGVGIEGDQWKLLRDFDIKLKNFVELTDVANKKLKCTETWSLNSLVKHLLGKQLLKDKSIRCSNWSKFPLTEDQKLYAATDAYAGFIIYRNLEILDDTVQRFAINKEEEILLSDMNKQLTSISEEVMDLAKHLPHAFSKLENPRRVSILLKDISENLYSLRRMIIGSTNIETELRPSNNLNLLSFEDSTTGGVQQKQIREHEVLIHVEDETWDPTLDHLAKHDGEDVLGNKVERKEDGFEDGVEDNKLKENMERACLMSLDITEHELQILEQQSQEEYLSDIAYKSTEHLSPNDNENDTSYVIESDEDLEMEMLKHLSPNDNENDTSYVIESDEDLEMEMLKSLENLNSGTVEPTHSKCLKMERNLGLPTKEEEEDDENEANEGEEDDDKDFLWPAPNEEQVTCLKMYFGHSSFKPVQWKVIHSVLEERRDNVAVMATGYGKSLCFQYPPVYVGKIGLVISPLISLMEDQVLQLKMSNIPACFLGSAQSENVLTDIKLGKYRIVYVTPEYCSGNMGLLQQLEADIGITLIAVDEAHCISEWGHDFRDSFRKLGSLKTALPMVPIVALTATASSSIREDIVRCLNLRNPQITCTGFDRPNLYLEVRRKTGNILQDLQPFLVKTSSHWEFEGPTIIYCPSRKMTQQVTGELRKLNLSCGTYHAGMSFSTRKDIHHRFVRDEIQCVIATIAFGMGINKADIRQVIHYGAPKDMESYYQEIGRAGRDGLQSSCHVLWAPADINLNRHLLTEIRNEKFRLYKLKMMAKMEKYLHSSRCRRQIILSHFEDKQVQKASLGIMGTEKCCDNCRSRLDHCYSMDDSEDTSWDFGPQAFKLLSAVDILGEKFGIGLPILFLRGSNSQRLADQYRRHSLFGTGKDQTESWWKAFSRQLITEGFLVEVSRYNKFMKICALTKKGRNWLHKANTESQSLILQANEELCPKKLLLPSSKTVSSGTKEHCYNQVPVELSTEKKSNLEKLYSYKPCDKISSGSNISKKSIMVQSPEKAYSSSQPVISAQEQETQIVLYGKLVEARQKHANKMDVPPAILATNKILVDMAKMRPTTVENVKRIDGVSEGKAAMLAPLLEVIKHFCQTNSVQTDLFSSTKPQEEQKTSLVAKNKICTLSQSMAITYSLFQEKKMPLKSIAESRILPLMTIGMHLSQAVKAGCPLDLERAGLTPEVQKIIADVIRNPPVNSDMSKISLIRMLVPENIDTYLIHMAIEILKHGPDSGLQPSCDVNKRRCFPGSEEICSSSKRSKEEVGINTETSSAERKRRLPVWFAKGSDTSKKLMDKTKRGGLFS
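Screening of the MLSMR collection measured strand separation of a quenched forked DNA duplex (100 nM) by 20 nM WRN with 2 mM ATP, all final. Compounds were preincubated with enzyme 15 min at room temperature.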
IL-2 act – qHTS of IL-2 Activators; AID 652025, 2013; activation, % (series mostly up to about 46 µM); IL-2 activation reporter assay, cell-based qHTS; stimulated with anti-CD3/CD4/CD28 beads; in transgenic mouse T cells; actives 0.065% (n = 360,000); in the data active = activation above about 50%; inconclusive = mostly about 30% to 49%; also: 0% is about no effect
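Using fluorescent plate cytometry, EGFP and DsRed are detected in transgenic mouse T cells stimulated 18 h at 37 degrees C with antibody-coated beads after 60 min compound pretreatment.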
EPAC1 ag – qHTS for Agonist of cAMP-regulated guanine nucleotide exchange factor 3 (EPAC1): primary screen | Rap guanine nucleotide exchange factor 3 (Homo sapiens), O95398 | EPAC1 agonist qHTS, biochemical assay; response scale: 100% = response to 6.5 mM cAMP | Potency, µM (series often up to 154 µM), inactives show at the top dose activation, usual class: activators | actives 0.073% (n = 360,000) | AID 720707, 2013; also: potency is read from the fitted curve at half-maximal effect; nearly all actives have a fitted effect of over 60% in size
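Read-out is the fluorescence drop as BODIPY-GDP leaves Rap1B (480 nm excitation, 540 nm emission), recorded every 5 minutes over 30 minutes. Reactions held 100 nM EPAC1, 250 nM Rap1B–BODIPY-GDP and 50 uM GDP, with 6.5 mM cAMP setting full activation.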
PLK1 PBD block – qHTS for Inhibitors of PLK1-PDB (polo-like kinase 1 - polo-box domain): Primary Screen. Plk1 PBD binding of FITC phosphopeptide, fluorescence polarization. Potency, µM, inactives show max response, negative = inhibition, usual class: inhibitors. actives 2.8% (n = 360,000); also: potency is read from the fitted curve at half-maximal effect; series mostly up to about 57 µM; % is scaled to controls: 0 for no effect and ±100 for the full control effect; nearly all actives have a fitted effect of over 65% in size
Starred values were filed as active, the others as inactive; & = joins results of further samples; [ ] = dose if it differs, or a comment. Unless noted, calls follow the shape of the dose curve; as a rule, active = well fitted curve in the direction sought with a large enough effect; inconclusive = small, poorly fitted or top-dose-only effect, or another doubt; inactive = no such curve, though single readings can be large; an effect the other way counts as inactive or inconclusive. No enrichment for hits; 4.1% or so of the library scored in one or more.

Screening O=C(NC(Cc1ccccc1)C(=O)O)C1CCCCC1 (stereo not drawn) returned Abeta rescue 8%, FUS yeast rescue 4%, EPAC1 antag -1%, aSyn rescue 7%, PI5P4K alpha inh -1, WRN inhibitor 12%, IL-2 act -0.3, EPAC1 ag -5% and PLK1 PBD block -1%.
Cc1nn(Cc2ccc(Cl)cc2)c(C)c1NC(=O)c1noc2c1CCc1ccccc1-2 was read as Abeta rescue -3%&-8%, FUS yeast rescue 16%&9%, EPAC1 antag 11%, aSyn rescue -25%, PI5P4K alpha inh 3, WRN inhibitor -5%, IL-2 act -5.3, EPAC1 ag 0% and PLK1 PBD block -3%.
Screening Cc1cc(C(=O)CN(Cc2ccc(F)cc2)S(=O)(=O)c2ccc3c(c2)OCCO3)c(C)n1C returned Abeta rescue 22%, FUS yeast rescue 11%, EPAC1 antag -15%, PI5P4K alpha inh 6, WRN inhibitor -10%, IL-2 act -1.6, EPAC1 ag 26% and PLK1 PBD block 0%.
`CN1CCN(c2ccc3c(c2)OC[C@H](Cc2ccccc2)NS3(=O)=O)CC1` gave Abeta rescue -8%, FUS yeast rescue -2%, EPAC1 antag -10%, aSyn rescue -2%, PI5P4K alpha inh 7, WRN inhibitor -3%, IL-2 act 1.2, EPAC1 ag 6% and PLK1 PBD block 0%.
N/C(=N\OC(=O)Cc1cccs1)c1ccc([N+](=O)[O-])cc1 was read as Abeta rescue -2%, FUS yeast rescue -1%, EPAC1 antag 3%, aSyn rescue -1%, PI5P4K alpha inh -25, WRN inhibitor -4%, IL-2 act -3.4, EPAC1 ag 17% and PLK1 PBD block -10%.
`CCN(C(=O)COC(=O)CCCOc1ccccc1)c1c(N)n(Cc2ccccc2)c(=O)[nH]c1=O` gave Abeta rescue -8%, FUS yeast rescue -15%, EPAC1 antag -25%, aSyn rescue 2%, PI5P4K alpha inh 9, WRN inhibitor -2%, IL-2 act -0.1, EPAC1 ag 2% and PLK1 PBD block -5%.
`Cc1cc(NC(=O)CSc2nc3ccccc3n2CC(C)C)no1` gave Abeta rescue -4%, FUS yeast rescue -5%, EPAC1 antag -9%, aSyn rescue 0%, PI5P4K alpha inh 0, WRN inhibitor -6%, IL-2 act 0.8, EPAC1 ag -10% and PLK1 PBD block -3%.
CCOc1ccc(C(=O)COC(=O)CN2C(=O)NC3(CCCCC3C)C2=O)cc1 (stereo not drawn) was read as Abeta rescue 6%, FUS yeast rescue 16%, EPAC1 antag -9%, aSyn rescue 7%, PI5P4K alpha inh 1, WRN inhibitor -2%, IL-2 act -0.5, EPAC1 ag 4% and PLK1 PBD block -11%.
Cc1cc2c(=O)[nH]c(N)nc2[nH]1 was read as Abeta rescue 14%, FUS yeast rescue -30%, EPAC1 antag 5%, aSyn rescue 1%, PI5P4K alpha inh 0, WRN inhibitor -5%, IL-2 act 0.5, EPAC1 ag 6% and PLK1 PBD block 3%.
CC1(C)C2CC=C(/C=N/NC(=O)C(N)=O)C1C2 (stereo not drawn) was read as FUS yeast rescue -18%, EPAC1 antag -7%, aSyn rescue 1%, PI5P4K alpha inh 3, WRN inhibitor -3%, IL-2 act -0.1, EPAC1 ag -1% and PLK1 PBD block -5%.

2 entries drawn at random from those above:
Cc1cc2c(=O)[nH]c(N)nc2[nH]1 was read as Abeta rescue 14%, FUS yeast rescue -30%, EPAC1 antag 5%, aSyn rescue 1%, PI5P4K alpha inh 0, WRN inhibitor -5%, IL-2 act 0.5, EPAC1 ag 6% and PLK1 PBD block 3%.
CC1(C)C2CC=C(/C=N/NC(=O)C(N)=O)C1C2 (stereo not drawn) was read as FUS yeast rescue -18%, EPAC1 antag -7%, aSyn rescue 1%, PI5P4K alpha inh 3, WRN inhibitor -3%, IL-2 act -0.1, EPAC1 ag -1% and PLK1 PBD block -5%.

New compounds follow
`O=c1cc(C(F)(F)F)[nH]c(=O)n1C1CCCCC1` gave Abeta rescue 21%, FUS yeast rescue 3%, EPAC1 antag 4%, aSyn rescue -15%, PI5P4K alpha inh 1, WRN inhibitor 5%, IL-2 act -2.0, EPAC1 ag -5% and PLK1 PBD block -8%.
Screening Cc1ccc(OCc2nc(-c3cccnc3)no2)cc1C returned Abeta rescue -9%, FUS yeast rescue 23%, EPAC1 antag -11%, aSyn rescue 1%, PI5P4K alpha inh 12, WRN inhibitor -7%, IL-2 act 0.0, EPAC1 ag -3% and PLK1 PBD block -1%.
Screening Cc1ccc(S(=O)(=O)N2CCN(C(=O)c3ccccn3)CC2)c(C)c1 returned Abeta rescue -8%, FUS yeast rescue -47%, EPAC1 antag -1%, aSyn rescue -4%, PI5P4K alpha inh -2, WRN inhibitor -5%, IL-2 act 0.3, EPAC1 ag -6% and PLK1 PBD block 0%.
CC(=O)c1cc2c(cc1NC(=O)Cn1cnc3ccccc3c1=O)OCO2 was read as Abeta rescue 7%, FUS yeast rescue -3%, EPAC1 antag 2%, aSyn rescue 0%[1.84 µM], PI5P4K alpha inh 1, WRN inhibitor -7%, IL-2 act 0.7, EPAC1 ag -2% and PLK1 PBD block -4%.
`CN(C)CCCN(Cc1ccccc1)C(=S)NCc1ccccc1` gave Abeta rescue -4%, FUS yeast rescue -3%, EPAC1 antag -11%, aSyn rescue -6%, PI5P4K alpha inh 0, WRN inhibitor -5%, IL-2 act -0.2, EPAC1 ag -5% and PLK1 PBD block -20%.
Cc1oc(-c2ccc(Cl)cc2)nc1CN1CCCC(C(=O)NCCCN2CCCC2=O)C1 (stereo not drawn) was read as Abeta rescue -9%, FUS yeast rescue -8%, EPAC1 antag -10%, aSyn rescue -1%, PI5P4K alpha inh -8, WRN inhibitor -18%, IL-2 act -2.4, EPAC1 ag -10% and PLK1 PBD block -8%.
For CCCCC(=O)Nc1nnc(C)s1 the results were Abeta rescue -20%, FUS yeast rescue -15%, EPAC1 antag -10%, aSyn rescue 4%, PI5P4K alpha inh 3, WRN inhibitor -4%, IL-2 act 0.5, EPAC1 ag 11% and PLK1 PBD block -2%.
`CN(CC(=O)Nc1ccccc1C(=O)NC1CC1)Cc1ccccc1F` gave Abeta rescue -11%, FUS yeast rescue -3%, EPAC1 antag 4%, aSyn rescue 1%, PI5P4K alpha inh -5, WRN inhibitor -3%, IL-2 act -0.6, EPAC1 ag 9% and PLK1 PBD block -8%.
For COc1ccc(-c2sc3ccc(N4CCOCC4)cc3c2-c2ccc(OC)c(F)c2)cc1 the results were Abeta rescue -5%, FUS yeast rescue -6%, EPAC1 antag -21%, aSyn rescue 0%, PI5P4K alpha inh 14, WRN inhibitor 10%, IL-2 act -1.8, EPAC1 ag -3% and PLK1 PBD block -21%.
`COc1ccc(C2CCCN2C(=O)c2cccs2)cc1` (stereo not drawn) gave Abeta rescue 10%, FUS yeast rescue 6%, EPAC1 antag 12%, aSyn rescue -4%, PI5P4K alpha inh -7, WRN inhibitor 5%, IL-2 act -0.7, EPAC1 ag 5% and PLK1 PBD block -3%.
Screening O=C(CSc1nnc2ccccn12)Nc1ncc(Cl)cc1Cl returned Abeta rescue 0%, FUS yeast rescue -12%, EPAC1 antag 9%, aSyn rescue 3%, WRN inhibitor -1%, IL-2 act -4.5, EPAC1 ag -1% and PLK1 PBD block -6%.
Screening O=C(c1ccc(N2C(=O)C3CCCCC3C2=O)cc1)N1CCCCC1 (stereo not drawn) returned Abeta rescue 9%, EPAC1 antag -15%, aSyn rescue 2%, PI5P4K alpha inh 4, WRN inhibitor 3%, IL-2 act -0.5, EPAC1 ag -7% and PLK1 PBD block -3%.
Cc1ccc(N2CC(C(=O)NNC(=O)c3ccc(F)cc3)CC2=O)cc1 (stereo not drawn) was read as Abeta rescue -1%, FUS yeast rescue -18%, EPAC1 antag 11%, aSyn rescue -2%, PI5P4K alpha inh 0, WRN inhibitor -4%, IL-2 act 0.9, EPAC1 ag -10% and PLK1 PBD block -1%.
For O=C1Nc2ccccc2C1=Nc1ccccc1-c1ccccc1 the results were Abeta rescue 4%, EPAC1 antag -6%, aSyn rescue 5%, PI5P4K alpha inh 14, WRN inhibitor -3%, IL-2 act -5.1, EPAC1 ag -6% and PLK1 PBD block 0%.
For CC(C(=O)O)c1ccc(CC2CCCC2=O)cc1 (stereo not drawn) the results were Abeta rescue -5%, FUS yeast rescue -32%, EPAC1 antag 2%, aSyn rescue 2%&-4%, PI5P4K alpha inh 0, WRN inhibitor -1%, IL-2 act 0.4, EPAC1 ag -14% and PLK1 PBD block -2%.
Screening CCOC(=O)CCCSc1nc2sc(C)c(C)c2c(=O)[nH]1 returned Abeta rescue 6%, FUS yeast rescue -3%, EPAC1 antag -21%, aSyn rescue -4%, PI5P4K alpha inh -5, WRN inhibitor -6%, IL-2 act -4.1, EPAC1 ag -11% and PLK1 PBD block -15%.
Cc1ccc(S(=O)(=O)NNC(=O)c2sc(=S)n(C)c2C)cc1 was read as Abeta rescue 12%, EPAC1 antag 5%, aSyn rescue -26%, PI5P4K alpha inh -11, WRN inhibitor -14%, IL-2 act -3.4, EPAC1 ag -3% and PLK1 PBD block -9%.
Screening CCOC(=O)c1c(/N=C/C2=C(O)CC(C)(C)CC2=O)sc(C(C)=O)c1C returned Abeta rescue -17%, FUS yeast rescue 6%, EPAC1 antag -10%, aSyn rescue 10%, PI5P4K alpha inh -1, WRN inhibitor 3%, IL-2 act -1.6, EPAC1 ag -3% and PLK1 PBD block inconclusive.
